Compound activity: PubChem, NMMLSC
Rab7 wt modul – alters GTP binding to wildtype dog Rab7. GST-Rab7 beads, fluorescent GTP binding, flow cytometry; actives lie on both sides; untreated = 100%, excess cold GTP = 0%. GTP binding activity (percent of control), % at 10 µM. actives 0.055% (n = 190,000). AID 758;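 active = fluorescent GTP binding to Rab7 beads changed by at least 20 points from the 100% baseline, either direction, mostly lower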;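 also: median green fluorescence of bound Bodipy-FL-GTP per Rab7 bead population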
HRas wt GTP – human HRas wildtype GTP binding, change in either direction | P01112 | GST-Ras wt beads, Bodipy-FL-GTP binding, flow cytometry; actives lie on both sides | GTP binding activity, % at 10 µM | actives 0.14% (n = 190,000) | AID 759;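 active = GTP binding activity at least 20% away from the 100% baseline, either lowered as inhibitor or raised as activator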;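 also: 0% = unlabeled GTP competition control and 100% = no-compound control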
Target sequence (P01112 whole entry, looked up): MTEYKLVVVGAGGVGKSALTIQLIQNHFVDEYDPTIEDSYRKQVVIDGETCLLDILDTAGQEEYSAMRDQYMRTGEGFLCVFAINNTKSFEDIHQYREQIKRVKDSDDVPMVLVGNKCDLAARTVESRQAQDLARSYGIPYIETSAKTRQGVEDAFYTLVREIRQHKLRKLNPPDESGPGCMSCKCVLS
Bcl-XL Bim block – human Bim-Bcl-XL interaction inhibition; Q07817; Bim peptide-Bcl-XL binding, bead flow cytometry, fluorescence; inhibition, % at 10 µM; actives 0.04% (n = 190,000)
Target sequence (Q07817 whole entry, looked up): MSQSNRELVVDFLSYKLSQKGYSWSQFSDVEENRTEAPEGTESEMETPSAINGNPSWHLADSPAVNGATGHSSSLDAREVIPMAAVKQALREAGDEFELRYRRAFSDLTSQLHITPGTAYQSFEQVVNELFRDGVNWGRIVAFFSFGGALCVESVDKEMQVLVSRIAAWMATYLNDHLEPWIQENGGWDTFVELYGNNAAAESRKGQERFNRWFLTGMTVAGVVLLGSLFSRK
Cdc42 wt – changes GTP binding to wildtype human Cdc42 | P60953 | GST-Cdc42 beads, Bodipy-GTP binding, flow cytometry; actives lie on both sides | percent activity (GTP binding), % at 10 µM | actives 0.2% (n = 190,000);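 active = percent activity GTP binding at least 20 points away from the 100% baseline, either down as inhibitor or up as activator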;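 also: median bead fluorescence of bound Bodipy-FL-GTP at 100 nM; 0% = excess unlabeled GTP control and 100% = no compound control; below 100% means less GTP binding so inhibitor and above means activator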
Target sequence (P60953 whole entry, looked up): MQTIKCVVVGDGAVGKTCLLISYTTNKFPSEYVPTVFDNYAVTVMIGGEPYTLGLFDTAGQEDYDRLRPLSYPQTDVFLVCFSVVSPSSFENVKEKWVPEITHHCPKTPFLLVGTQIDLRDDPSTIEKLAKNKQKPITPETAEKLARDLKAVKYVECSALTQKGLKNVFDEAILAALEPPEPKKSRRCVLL
Rac1 wt GTP bind – alters GTP binding to wildtype human Rac1 | P63000 | GST-Rac1 beads, fluorescent GTP binding, flow cytometry; actives lie on both sides; 0 = cold GTP competed, 100 = untreated | actives 0.27% (n = 190,000) | AID 757 | GTP binding activity (% of control), % at 10 µM;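 active = GTP binding activity at least 20 points away from the 100% control level, either lower or higher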
Rab2A wt mod – changes GTP binding to wildtype dog Rab2A, up or down; P61105; GST-Rab2 wt beads, Bodipy-GTP binding, flow cytometry; AID 760; actives 0.19% (n = 190,000); GTP binding activity, % at 10 µM;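 active = GTP binding activity at least 20 points away from 100%, either lowered or raised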;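 also: 0% = beads with excess unlabeled GTP and 100% = no-compound control corrected for plate trend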
Bim-Bcl-B – disrupts Bim peptide binding to human Bcl-B; Q9HD36; bead-based flow cytometry; inhibition, % at 10 µM; actives 0.073% (n = 190,000); AID 951;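 also: 0% = tracer peptide without compound and 100% = reference inhibitor peptide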
Target sequence (Q9HD36 whole entry, looked up): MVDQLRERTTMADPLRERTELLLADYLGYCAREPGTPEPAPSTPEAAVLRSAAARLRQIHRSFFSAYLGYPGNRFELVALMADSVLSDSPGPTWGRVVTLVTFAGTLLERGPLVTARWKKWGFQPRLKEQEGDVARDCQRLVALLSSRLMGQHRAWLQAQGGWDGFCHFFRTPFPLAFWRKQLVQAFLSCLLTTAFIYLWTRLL
Bcl-W Bim block – inhibitors of Bim-Bcl-W interaction, human | Q92843 | bead-based flow cytometry, Bim peptide-Bcl-W binding | inhibition, % at 10 µM | actives 0.02% (n = 190,000) | AID 952;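 also: 0% = bound tracer without compound and 100% = peptide blocker; higher means less fluorescent Bim peptide bound to Bcl-W beads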
Rac1 act GTP bind – modulators of GTP binding to human Rac1 activated mutant. P63000. GST-Rac1 activated beads, fluorescent GTP binding, flow cytometry; actives lie on both sides; 100% means binding = to untreated wells. percent activity (GTP binding), % at 10 µM. actives 0.11% (n = 190,000). AID 764;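 active = GTP binding at least 20 percentage points away from the 100% baseline, in either direction, so actives lie on both sides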
Bim-Bcl-2 – inhibitors of Bim-Bcl-2 interaction, human. Bead-based flow cytometry, Bim peptide-Bcl-2 binding. inhibition, % at 10 µM. actives 0.06% (n = 190,000). AID 950; in the data active = inhibition above about 40%;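 also: 0% = no compound wells with probe peptide and 100% = reference peptide inhibitor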
Target sequence (P10415 whole entry, looked up): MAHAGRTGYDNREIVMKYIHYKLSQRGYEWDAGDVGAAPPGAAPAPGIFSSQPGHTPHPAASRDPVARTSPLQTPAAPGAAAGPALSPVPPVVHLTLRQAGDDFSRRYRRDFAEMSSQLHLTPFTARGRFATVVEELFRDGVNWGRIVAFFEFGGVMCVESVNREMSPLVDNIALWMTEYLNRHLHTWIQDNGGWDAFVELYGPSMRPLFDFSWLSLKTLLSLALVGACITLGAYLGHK
Bim-Bfl-1 – inhibitors of Bim-Bfl-1 interaction, human. inhibition, % at 10 µM. Q16548. Bead-based flow cytometry, Bim-Bfl-1 binding inhibition. actives 0.12% (n = 190,000);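 also: 0% = wells without compound plus tracer and 100% = blocker peptide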
Active calls of the source: *. Rule as the data show it, unless noted: active = inhibition above about 40%.

Sequence of screens: Rab7 wt modul | Rac1 act GTP bind | Bcl-W Bim block | HRas wt GTP | Bcl-XL Bim block | Cdc42 wt | Bim-Bfl-1 | Rab2A wt mod | Rac1 wt GTP bind | Bim-Bcl-B | Bim-Bcl-2
#1 CN1CCN(c2ccccc2NC(=O)c2cccc([N+](=O)[O-])c2)CC1
→ 99 | 96 | 1 | 96 | 3 | 93 | -4 | 96 | 101 | 2 | -3
#2 Cc1cc(N2CCC(C)CC2)n2nc(C)c(-c3ccccc3)c2n1
→ 96 | 93 | -4 | 92 | -1 | 92 | 3 | 95 | 91 | -6 | -4
#3 COC(=O)c1ccc(N2CCN(S(=O)(=O)c3ccc4ccccc4c3)CC2)c([N+](=O)[O-])c1
→ 97 | 98 | 0 | 98 | 0 | 100 | 0 | 97 | 97 | 2 | -1
#4 COC(=O)C(NC(=O)c1ccccc1)c1ccccc1 (stereo not given)
→ 98 | 98 | 0 | 102 | 2 | 103 | 0 | 100 | 102 | 0 | 1
#5 Cc1cc(C)c2oc(-c3cccc(NC(=O)c4ccc(F)cc4)c3)nc2c1
→ 97 | 98 | -3 | 101 | -4 | 104 | -19 | 100 | 109 | -12 | -11
#6 COc1ccc(/C=C(\NC(=O)c2cccs2)C(=O)Nc2ccc(C)cc2)cc1OC
→ 94 | 95 | -2 | 97 | -7 | 91 | 0 | 95 | 97 | -5 | -3
#7 COc1cc([N+](=O)[O-])c2ncsc2c1
→ 103 | 96 | -6 | 100 | -6 | 99 | -2 | 99 | 105 | -10 | -4
#8 CCC(C)n1cnc2c(c1=O)c1nc3ccccc3nc1n2Cc1ccc(OC)cc1 (stereo not given)
→ 97 | 91 | 0 | 96 | -2 | 95 | -14 | 94 | 93 | -18 | -10
#9 COC(=O)c1cc2sccc2n1CC(=O)Nc1cccc(SC)c1
→ 97 | 101 | -3 | 99 | -11 | 102 | -16 | 103 | 106 | -10 | -6
#10 COC(=O)c1sccc1NC(=S)N1CCC(C)CC1
→ 102 | 99 | -2 | 101 | -5 | 103 | -18 | 100 | 106 | -10 | -13
#11 CC1CCN(Cc2c(O)ccc3c2O/C(=C\c2ccco2)C3=O)CC1
→ 97 | 99 | 2 | 94 | 0 | 97 | 25 | 97 | 101 | -12 | 6
#12 c1csc(Cc2nn3c(-c4n[nH]c5c4CCC5)nnc3s2)c1
→ 101 | 96 | 0 | 98 | -2 | 96 | -1 | 98 | 98 | 1 | 0
#13 N#CCSc1nc2cc(C(=O)N3CCCC3)ccc2c(=O)n1Cc1ccccc1
→ 97 | 98 | 0 | 98 | 1 | 99 | 1 | 96 | 100 | 0 | 5
#14 O=C(CSCCO)N1CCc2ccccc21
→ 102 | 102 | 0 | 103 | -6 | 104 | -15 | 100 | 107 | -8 | -11
#15 CCCc1cc(SCC(=O)Nc2c(C)n(C)n(-c3ccccc3)c2=O)n2c(nc3ccccc32)c1C#N
→ 102 | 102 | 1 | 102 | -2 | 106 | 0 | 104 | 105 | -4 | 0
#16 Cc1c(Cl)c([N+](=O)[O-])nn1CC(=O)N1CCc2ccccc2C1
→ 99 | 96 | 2 | 100 | -2 | 101 | -1 | 99 | 97 | -1 | 0
#17 CSc1ccc(C(=O)C2CCCN(C(=O)c3ccc(C)nc3)C2)cc1 (stereo not given)
→ 97 | 96 | 0 | 98 | 0 | 98 | -6 | 98 | 97 | -4 | -5
#18 CCCCCCC(=O)N1CCC(c2nc3c(nnn3Cc3ccccc3Cl)c(=O)[nH]2)CC1
→ 99 | 96 | 0 | 100 | -18 | 97 | -12 | 99 | 100 | -4 | -11
#19 CC(=O)c1cccc(NC(=O)c2cc3nc(C)cc(C)n3n2)c1
→ 93 | 96 | 7 | 94 | 2 | 97 | 6 | 95 | 95 | 6 | 7
#20 COc1cc(/C=N/NC(=O)C2(O)c3ccccc3-c3ccccc32)ccc1O
→ 100 | 99 | -3 | 100 | 0 | 101 | -14 | 100 | 102 | -8 | -2

Following part:
Sequence of screens: Rab7 wt modul | Rac1 act GTP bind | Bcl-W Bim block | HRas wt GTP | Bcl-XL Bim block | Cdc42 wt | Bim-Bfl-1 | Rab2A wt mod | Rac1 wt GTP bind | Bim-Bcl-B | Bim-Bcl-2
#21 Cc1ccccc1Nc1nc(N)nc(CSc2nc3ccccc3c(=O)n2CCCO)n1
→ 98 | 99 | -3 | 101 | -6 | 102 | -3 | 100 | 104 | -8 | -5
#22 Cc1ccccc1Nc1nc(N)nc(COC(=O)c2cccc(S(=O)(=O)N(C)c3ccccc3)c2)n1
→ 100 | 100 | 5 | 98 | 12 | 98 | 0 | 97 | 102 | 12 | 0
#23 Cc1nc(NC(=O)c2ccccc2)sc1-c1csc(Nc2ccc(F)cc2)n1
→ 98 | 98 | 0 | 100 | 1 | 100 | 2 | 99 | 100 | -1 | 3
#24 CC(=O)Oc1ccc2c(c1)C(=O)c1ccccc1CO2
→ 102 | 95 | 7 | 99 | 5 | 99 | 0 | 98 | 99 | -6 | 0
#25 CN1C(=O)NC(NC(=O)c2ccco2)(C(F)(F)F)C1=O (stereo not given)
→ 102 | 100 | -1 | 102 | -2 | 103 | -1 | 101 | 104 | -3 | 1
#26 CSc1nnc(Cc2ccc3c(c2)OCO3)o1
→ 93 | 98 | 0 | 97 | -4 | 102 | 5 | 96 | 100 | 0 | 4
#27 CCSc1nnc(NC(=O)c2cccc(S(=O)(=O)N(C)c3ccc(C)cc3)c2)s1
→ 97 | 95 | 5 | 96 | -6 | 98 | 1 | 95 | 101 | 1 | -1
#28 CCN(CC)c1ccc(NC(=O)c2ccccc2F)cc1
→ 102 | 99 | -2 | 103 | -15 | 102 | -16 | 101 | 106 | -12 | -11
#29 Cc1ccc(C(=O)OCCN(C)Cc2ccccc2)cc1
→ 107 | 97 | -3 | 99 | -1 | 97 | -4 | 98 | 101 | 0 | -4
#30 Cc1cccc(-c2noc(CN(C(=O)c3ccc4c(c3)OCO4)C(C)C)n2)c1
→ 96 | 98 | -6 | 98 | -4 | 98 | -1 | 98 | 97 | -3 | -4
#31 O=c1c2ccccc2c(C=NC2CCS(=O)(=O)C2)c(O)n1-c1ccccc1 (stereo not given)
→ 99 | 99 | -1 | 103 | -17 | 103 | -12 | 103 | 104 | -6 | -6
#32 Clc1ccc(-c2nc3ccncc3[nH]2)cc1
→ 96 | 97 | -2 | 99 | -2 | 100 | 6 | 98 | 104 | -3 | 1
#33 Cc1cccc(NC(=S)NC(C)CCc2ccccc2)c1 (stereo not given)
→ 95 | 96 | 1 | 94 | -3 | 97 | -2 | 95 | 99 | -4 | -8
#34 CC1CC(=O)NN=C1c1ccc(N)c([N+](=O)[O-])c1 (stereo not given)
→ 95 | 99 | -3 | 96 | -5 | 96 | -1 | 95 | 100 | -6 | -1
#35 Cc1c(C(=O)N2CCN(C(=O)c3ccco3)CC2)sc2nc(-c3ccc(F)cc3)cn12
→ 96 | 98 | -5 | 99 | -5 | 103 | -7 | 97 | 103 | -9 | -1
#36 COc1cc(/C=N/OCC(=O)NC2CCCCC2)ccc1OCc1ccccc1
→ 101 | 100 | -5 | 100 | -8 | 96 | -14 | 100 | 102 | -7 | -5
#37 CN(C)CCNC(=O)/C(=C/c1ccc(-c2ccc(Cl)cc2)o1)NC(=O)c1ccccc1
→ 104 | 103 | -4 | 102 | -7 | 103 | -4 | 101 | 105 | -9 | -2
#38 O=C(NC(=S)Nc1cccc(C(F)(F)F)c1)c1csnn1
→ 104 | 96 | -2 | 103 | -4 | 99 | -6 | 101 | 104 | -4 | -6
#39 Cc1cc(C(=O)OCC(N)=O)c(C)n1-c1ccccc1
→ 105 | 94 | -2 | 98 | -2 | 97 | -3 | 99 | 96 | -5 | -4
#40 CC1=C(C#N)c2nc(N)c(C#N)c(C)c2/C1=C\c1ccc(-c2ccccc2C(=O)O)o1
→ 88 | 81 | 7 | 81 | 8 | 78* | 4 | 76* | 75* | 2 | 0

Entries by screen from the entries so far:
Bcl-W Bim block, entries 31–38, in order: -1, -2, 1, -3, -5, -5, -4, -2
Rac1 act GTP bind, entries 31–38, in order: 99, 97, 96, 99, 98, 100, 103, 96
HRas wt GTP, entries 31–38, in order: 103, 99, 94, 96, 99, 100, 102, 103

Next part:
Sequence of screens: Rab7 wt modul | Rac1 act GTP bind | Bcl-W Bim block | HRas wt GTP | Bcl-XL Bim block | Cdc42 wt | Bim-Bfl-1 | Rab2A wt mod | Rac1 wt GTP bind | Bim-Bcl-B | Bim-Bcl-2
#41 CCOC(=O)c1ccc(NC(=S)NNC(=O)C2(C)CC2(Cl)Cl)cc1 (stereo not given)
→ 95 | 96 | -2 | 99 | 0 | 99 | 10 | 95 | 102 | -41 | 3
#42 CSc1ccc(NC(N)=S)cc1
→ 94 | 97 | -2 | 96 | -4 | 97 | -4 | 97 | 99 | -2 | -3
#43 CC1=C(C(=O)OCc2ccccc2)C(c2cccs2)N2C(=O)CCSC2=N1 (stereo not given)
→ 104 | 97 | -10 | 100 | -1 | 95 | 1 | 99 | 101 | 1 | 4
#44 CC(C)Cc1nc2ccccc2n1CCc1ccccc1
→ 96 | 99 | -3 | 99 | -5 | 102 | -3 | 99 | 103 | -7 | -1
#45 CCOP(=O)(O)c1cccc(OCCOCCOc2cccc(P(=O)(O)OCC)c2)c1
→ 104 | 95 | 1 | 98 | 0 | 102 | -5 | 104 | 98 | 3 | 3
#46 CCNc1ccc(C(=O)OCC)cc1NC(=O)c1cccc(N(C)C)c1
→ 99 | 99 | 1 | 101 | -7 | 102 | 4 | 98 | 103 | -5 | -4
#47 CCCCC(O)(CCCC)C(=O)NN(C(=O)OCC)c1ccccc1
→ 97 | 99 | 0 | 98 | -4 | 101 | -6 | 99 | 102 | -4 | -7
#48 CCCCC(=O)N(c1ccc(OCC)cc1)C1C=CS(=O)(=O)C1 (stereo not given)
→ 98 | 97 | 2 | 96 | -1 | 98 | 0 | 99 | 99 | 1 | -3
#49 Cc1ccc(F)cc1NC(=O)C1CCCN(c2ncccn2)C1 (stereo not given)
→ 96 | 99 | -2 | 98 | -12 | 104 | -16 | 98 | 106 | -9 | -8
#50 CC(=O)Nc1ccc(S(=O)(=O)Nc2ccc(=O)n(Cc3ccc(Cl)c(Cl)c3)c2)cc1
→ 102 | 96 | 0 | 97 | 0 | 93 | -7 | 96 | 97 | -5 | -4
#51 CC(C)(C)C1c2[nH]c3ccccc3c2CCN1Cc1cccc(OCCO)c1 (stereo not given)
→ 96 | 93 | 0 | 93 | 0 | 93 | 5 | 99 | 91 | -3 | 1
#52 CCOC(=O)N1CCN(C(=O)CCCCn2c(=S)[nH]c3ccsc3c2=O)CC1
→ 99 | 102 | -5 | 100 | -2 | 103 | 4 | 100 | 104 | -1 | 2
#53 CC(=O)Nc1cc2ccc(OC(C)=O)cc2oc1=O
→ 102 | 99 | 0 | 102 | -7 | 102 | -9 | 102 | 105 | -2 | -4
#54 CN(C)c1ccc(C(CNC(=O)c2ccccc2Br)c2c[nH]c3ccccc23)cc1 (stereo not given)
→ 97 | 99 | -2 | 101 | -5 | 102 | -1 | 101 | 101 | -8 | -4
#55 Cc1ccc[n+](CC(=O)/C=C2\N(C)c3ccccc3C2(C)C)c1
→ 99 | 100 | 0 | 101 | 0 | 106 | -1 | 99 | 107 | 1 | 2
#56 Cc1ccccc1Cn1cnc2c(cnn2C(C)(C)C)c1=O
→ 100 | 100 | 0 | 101 | 1 | 101 | -1 | 104 | 103 | 1 | 0
